RSV antiviral HEp-2: RSV antiviral activity via CPE protection, HEp-2 cells, primary 10 µM value included (AID 2391); HEp-2 cells, RSV-induced CPE inhibition; higher % means a stronger effect; 310,000 tested, 0.13% active; CPE inhibition, % at 10 µM; hits with a dose series show IC50 in µM; in the data active means a potency from the dose series; inconclusive means CPE inhibition mostly from about 23% at the one dose, without a potency; inactive means the rest, 99 in 100 with CPE inhibition below about 21%; further: strong numbers were not always called active
Salmonella PhoP GFP: PhoP-dependent GFP reporter repression – Salmonella Typhimurium, primary screen (AID 1863). 300,000 tested, 0.16% active. inhibition, % at 50 µM; hits with a dose series show IC50 in µM. S. Typhimurium PhoP-regulated promoter GFP reporter, 4 h; higher % means a stronger effect;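 active means inhibition over 29.93%, a cutoff 3 SD above the screen mean, later confirmed by dose response; inconclusive means inhibition over 29.93% but no dose response follow-up; inactive means inhibition at most 29.93% or unconfirmed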;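 further: 0% = low Mg2+ inducing control and 100% = high Mg2+ repressing control; strong numbers were not always called active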
SV40 large T antigen: TAg ATPase/helicase activity blockers – biochemical (AID 1903); SV40 large T antigen ATPase/helicase inhibition assay; higher % means a stronger effect; inhibition, % at 20 µM; hits with a dose series show IC50 in µM; 310,000 tested, 0.39% active; in the data active means a potency from the dose series; inconclusive means inhibition mostly from about 32% at the one dose, without a potency; inactive means the rest, 99 in 100 with inhibition below about 32%; further: strong numbers were not always called active
human PMI inhibitors: human PMI inhibitors, high substrate, primary screen, biochemical, fluorescence intensity, high mannose 6-phosphate (AID 1220) | recombinant PMI enzyme, coupled fluorescence intensity; higher % means a stronger effect | inhibition, % at 20 µM; hits with a dose series show IC50 in µM | 190,000 tested, 0.66% active
ER stress rescue: rescue of cells from ER stress-induced death, primary screen, 384-well, CSM14.1, thapsigargin, ATP luminescence (AID 1222); 190,000 tested, under 10 active; cellular ATP content (survival), % at 20 µM, or EC50 in µM where a hit was titrated; CSM14.1 thapsigargin-induced death rescue, ATP luminescence; higher % means a stronger effect;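 active means EC50 below 50 µM in the dose-response confirmation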;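 further: death triggered by thapsigargin at about 15 µM added after 2 h compound pretreatment; cell ATP read after overnight thapsigargin exposure of roughly 18 to 22 hours; normalized against plate controls of thapsigargin alone and 5% DMSO vehicle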
Ins promoter up: MIN6 insulin promoter up-regulation; MIN6 insulin promoter-GFP reporter, high-content imaging; hits give high values; z-score at 5 µM; 190,000 tested, 0.3% active; AID 1625;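 active means z-score above 3 at 5 µM with at least 500 cells counted in the well; inconclusive means wells under 500 cells, flagged as cytotoxic or low count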
TNAP activation fold: human TNAP enzyme activators, primary screen, biochemical, luminescent, no phosphate acceptor, uHTS (AID 1001); one-dose activation fold at 20 µM; EC50 in µM for titrated hits; purified TNAP, luminescent activation assay, no phosphate acceptor; higher activation fold means a stronger effect; 200,000 tested, 0.03% active; in the data active means activation fold from about 3, or a potency from the dose series; inactive means the rest, 99 in 100 with activation fold below about 1.6; further: many of its hits are not listed in these tables
West Nile virus CPE: inhibition of WNV-induced cytopathic effect – cell-based, CPE readout (AID 1621); West Nile virus-infected cells, CPE inhibition; higher % means a stronger effect; CPE inhibition, % at 10 µM; hits with a dose series show IC50 in µM; 290,000 tested, 0.02% active; in the data active means a potency from the dose series; inconclusive means CPE inhibition mostly from about 3.7% at the one dose, without a potency; inactive means the rest, 99 in 100 with CPE inhibition below about 2.2%; further: strong numbers were not always called active
PMI inhibitors: inhibitors of human PMI, primary screen, biochemical, fluorescence intensity, coupled assay (AID 1209); purified PMI enzyme, coupled fluorescence intensity; higher % means a stronger effect; one-dose inhibition, % at 20 µM; IC50 in µM for titrated hits; 190,000 tested, 0.42% active;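 further: plate controls were DMSO vehicle for no effect and wells lacking substrate for full effect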
Ins promoter up cell count: further read-out of Ins promoter up, marked with its call; cell count; measured here: cytotoxicity, nuclei count;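 total cells summed across four imaged fields per well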
Numbers without * were called inactive; ? = inconclusive; . = not tested or not shown. Unless noted, no stated cut-off is given here; in the data, active means inhibition above about 50%; inactive means the rest.

SMILES | RSV antiviral HEp-2 | Salmonella PhoP GFP | SV40 large T antigen | human PMI inhibitors | ER stress rescue | Ins promoter up | Ins promoter up cell count | TNAP activation fold | West Nile virus CPE | PMI inhibitors
CCn1cc(CN2CCN(CCC(C)C)C(CCO)C2)c2ccccc21 (stereo not given) | -2.1% | -4.4% | 4.3% | . | . | . | . | . | -0.2% | .
Cc1ccc(S(=O)(=O)NCC(=O)OCC(=O)Nc2ncc(Cl)cc2Cl)cc1 | 3.4% | -1.1% | 20.5% | 1.8% | 0.5% | -0.7 | 1822 | 1.1 | 0.3% | 2.7%
O=C(NC1CCCc2ccccc21)c1cc(S(=O)(=O)N2CCOCC2)ccc1F (stereo not given) | 0.1% | -1.2% | 24.9% | -9.0% | -2.6% | -0.76 | 987 | 1.1 | -0.6% | -8.2%
CCN1CCN(C(=O)CN(c2ccccc2C)S(C)(=O)=O)CC1 | 1.3% | -0.2% | 5.9% | 7.6% | -2.7% | 0.02 | 882 | 1.1 | -0.1% | 11.8%
CCN(Cc1ccccc1)C(=O)CSc1nc(C)cc(=O)[nH]1 | 0.6% | -4.5% | ? | -5.5% | 1.2% | 0.39 | 1309 | 1 | 0.5% | -5.4%
Cc1ccc(C(=O)C(OC(=O)CN2C(=O)c3ccccc3C2=O)c2ccccc2)cc1C (stereo not given) | 1.1% | 2.1% | 5.1% | 6.0% | 13.9% | -0.35 | 1643 | 1.1 | -0.4% | 7.4%
Cc1ccc(N(C=NC#N)CC(=O)N2CCN(c3ccccc3)CC2)cc1 | 0.8% | -3.4% | 71.7% | 2.9% | 2.3% | 0.25 | 1009 | 1.1 | 0.2% | 5.8%
CC(C)(C#CC(O)(c1ccccc1)c1ccccc1)N1CCCCC1 | -0.6% | 12.9% | -1.4% | . | . | . | . | . | -0.7% | .
O=C(/C=C/c1ccccc1[N+](=O)[O-])NC1CCCC1 | 1.8% | 4.0% | 11.3% | 11.4% | -0.9% | -0.8 | 1513 | 1.2 | -0.8% | 4.6%
CCOC(=O)c1c(C)[nH]c(C)c1S(=O)(=O)N(C)CC(=O)N1CCN(c2ccc(OC)cc2)CC1 | 1.8% | -12.1% | 26.4% | . | . | . | . | . | 0.7% | .
O=C(COC(=O)c1ccc(O)cc1O)NC1CCS(=O)(=O)C1 (stereo not given) | 3.4% | 1.4% | 4.9% | . | . | -0.25 | 1025 | . | 0.5% | .
Cc1cccc(C2=NNC(=O)C(c3ccc(Cl)cc3)C2)c1 (stereo not given) | 2.7% | -1.8% | 3.1% | 6.5% | -11.5% | 1.46 | 1244 | 1 | -0.8% | 16.6%
O=C(Nc1cc(=O)[nH]c(=O)[nH]1)c1cccc(Br)c1 | 0.4% | 4.8% | 11.4% | -4.5% | -2.5% | 0.97 | 983 | 1.1 | -0.4% | -3.9%
CCc1nnc(SCC(=O)Nc2ccccc2)n1CC1CCCO1 (stereo not given) | 0.9% | -4.0% | 8.6% | . | . | . | . | . | -0.8% | .
Nc1nc(SCC(=O)Nc2ccc(S(N)(=O)=O)cc2)n[nH]1 | 1.1% | -2.0% | 0.1% | -0.1% | -0.4% | -0.2 | 1507 | 0.4 | 0.5% | 0.5%
CSc1ccc(S(=O)(=O)NCc2ccc(Cl)cc2Cl)cc1 | 0.3% | 7.5% | -4.2% | 12.7% | -0.2% | -0.16 | 919 | 1.1 | -0.5% | 16.8%
CCc1cccc(C)c1NC(=S)NCC(c1cccnc1)N(C)C (stereo not given) | -0.8% | 1.7% | 22.7% | 3.7% | -1.4% | 1.15 | 1200 | 1.1 | 0.2% | 10.9%
O=C(NCCc1cccc(C(F)(F)F)c1)C1CCC(=O)N(C2CC2)C1 (stereo not given) | 1.3% | -2.0% | 19.1% | . | . | . | . | . | 0.5% | .
c1ccc(Nc2nc(NCC3CCCO3)c3ccccc3n2)cc1 (stereo not given) | 7.5% | -1.9% | 5.5% | -4.6% | -0.8% | -0.87 | 1277 | 1.1 | -0.9% | -7.6%
Cc1cccc(CN(CC(=O)N/N=C/c2cccs2)S(=O)(=O)c2ccc(Cl)cc2)c1 | ? | 7.2% | 0.1% | 20.4% | 0.3% | 0.75 | 1466 | 1 | -0.4% | 26.6%
CCCc1nc2c(s1)CCc1onc(-c3ccc(OC)cc3)c1-2 | 2.0% | 11.7% | 12.7% | . | . | . | . | . | 0.4% | .
CC(C)=N/N=c1\scc(C)n1Cc1ccco1 | -0.9% | 1.9% | 10.0% | 8.6% | 0.3% | 0.46 | 1436 | 1.2 | -1.4% | -7.6%
CC1=CCC2C(=O)N(c3ccc(Br)cc3C)C(=O)C2C1 (stereo not given) | 1.5% | -5.0% | 11.2% | 4.3% | -1.9% | -0.16 | 1217 | 1 | -0.2% | 7.8%
CCOC(=O)CN1C(=O)C(C)(C)Oc2ccc(C(=O)Nc3ccccc3)cc21 | -0.8% | -17.8% | 0.6% | 1.0% | 0.0% | -0.16 | 1142 | 1.2 | 0.6% | -3.3%
CC(Oc1ccc2ccc(=O)oc2c1)C(=O)NC1CC(C)(C)NC(C)(C)C1 (stereo not given) | 0.9% | 1.3% | 4.8% | . | . | . | . | . | 0.3% | .
(further entries)
SMILES | RSV antiviral HEp-2 | Salmonella PhoP GFP | SV40 large T antigen | human PMI inhibitors | ER stress rescue | Ins promoter up | Ins promoter up cell count | TNAP activation fold | West Nile virus CPE | PMI inhibitors
CCCN(CCC)CCCn1c(=O)[nH]c2ccccc21 | 1.2% | -6.0% | 9.4% | 7.0% | -2.0% | 1.86 | 1588 | 1 | -0.2% | 4.6%
COCCn1c(SCCCC(=O)c2ccc(Br)cc2)nnc1-c1ccncc1 | -1.5% | 17.6% | 6.4% | -3.5% | 2.4% | -2.42 | 796 | 1.1 | . | -5.0%
O=C(O)/C(=C\c1cccc(F)c1)c1ccc(S(=O)(=O)N2CCCCC2)s1 | 3.1% | 5.5% | 2.5% | -11.2% | -3.2% | -0.08 | 1518 | 1 | 0.4% | -17.1%
Cn1c(CNC(=O)c2ccccc2F)nnc1SCc1ccc(F)cc1 | 0.9% | -8.5% | 1.9% | -17.2% | -0.7% | -0.13 | 1093 | 1 | -0.1% | -20.6%
Cc1ccccc1NC(=S)N/N=C/C(C)c1ccccc1 (stereo not given) | 2.7% | 1.0% | 5.5% | -6.7% | -1.0% | -0.23 | 1111 | 1.2 | -0.2% | -18.7%
COc1cccc(C(=O)Oc2cc3c4c(c2)C(C)=CC(C)(C)N4C(=O)C3=O)c1 | 0.7% | -0.9% | 12.9% | 19.5% | -7.1% | . | . | 1 | 0.8% | 19.9%
COc1cc(OC)c(-c2nn3c(C4CCCCC4)nnc3s2)cc1OC | 24.0% | -2.5% | 14.4% | 10.2% | . | -1.93 | 1259 | 1 | 1.8% | 9.8%
O=C(CSc1ccc(-c2ccco2)nn1)NCCc1ccccc1 | 0.9% | 5.5% | 13.1% | -5.6% | -0.2% | -0.7 | 1185 | 1.1 | -0.2% | -26.8%
CCCCCCC1(C)NC(=S)N(c2ccccc2)N1 (stereo not given) | 0.4% | -1.9% | 10.4% | -203.6% | -0.7% | -0.47 | 1242 | 1.1 | 0.3% | -86.4%
Cc1cc(C)c(C#N)c(SCC(=O)c2ccc(Cl)cc2Cl)n1 | -0.1% | 4.5% | 7.1% | 4.7% | -1.6% | 0.17 | 1589 | 1.1 | 2.4% | 9.5%
COc1cccc(NC(=S)C(C#N)=C2N(C)c3ccccc3N2C)c1 | -0.3% | -1.4% | 5.2% | 11.0% | -0.5% | -0.71 | 1133 | 1 | 0.1% | 2.9%
Cc1ccc(NC(=O)CCNC(=O)c2ccco2)cc1F | -1.2% | -2.5% | 8.8% | -1.2% | 0.4% | -0.03 | 1272 | 1 | 1.0% | -0.2%
NC(=S)N=Nc1c(O)n(CCCl)c2ccc(Br)cc12 | -1.0% | -3.4% | 4.9% | . | . | -0.8 | 1342 | . | -0.2% | .
Cc1c(C(=O)NCc2ccc(F)cc2)c(-c2ccccc2)nn1-c1ccccc1 | 0.8% | 1.9% | 14.6% | -3.0% | -0.6% | -1.4 | 1012 | 1.2 | 0.0% | -4.0%
O=C(O)c1ccc(NC(=O)c2ccc(COc3ccc(Cl)cc3)o2)cc1 | 8.4% | 1.8% | 4.2% | . | . | . | . | . | -0.1% | .
O=C(COC(=O)c1cccs1)Nc1ccccc1 | 2.9% | 8.3% | -2.0% | -0.5% | -0.3% | 1.39 | 1105 | 1.1 | -0.3% | -1.6%
Cc1ccc(-c2nn(-c3ccccc3)cc2CO)cc1 | 7.7% | 9.6% | 0.9% | . | . | . | . | . | -1.1% | .
NC(=O)NC(=O)c1nccnc1C(=O)O | 0.6% | -9.1% | 1.4% | . | . | -0.02 | 1406 | . | 0.3% | .
CC(C)CCNC(=O)CSc1nc2ccsc2c(=O)n1NC(=O)c1ccccc1 | -0.8% | -9.9% | 1.3% | 0.9% | -1.2% | 0.97 | 1436 | 1.1 | -0.3% | -2.4%
N#CC1=C(N)Oc2cc(O)ccc2C1c1cccs1 (stereo not given) | 0.4% | -0.5% | 14.3% | 10.1% | -0.1% | 0.99 | 921 | 1 | 0.3% | 3.7%
COCCNCCCCOc1ccc(Br)cc1C | -0.5% | 0.2% | -0.7% | -6.1% | -1.3% | -0.36 | 1339 | 1 | -0.7% | -6.8%
O=C(Nc1ccc(Cl)cc1)/C(=C/c1cccc(O)c1)c1nc2ccccc2s1 | -2.5% | 0.1% | 4.1% | 12.8% | 1.6% | -0.39 | 859 | 1.1 | -2.1% | 20.7%
Cc1ccc(CCN2CC(C(=O)N3CCN(c4ccc(F)cc4)CC3)CC2=O)cc1 (stereo not given) | -0.9% | 6.4% | -0.9% | -4.9% | 1.2% | . | . | 1.1 | -0.5% | -1.9%
COc1ccc(OC)c(C2CC(=O)c3c([nH]c(C(=O)OC(C)C)c3C)C2)c1 (stereo not given) | 2.5% | -5.4% | 3.1% | 16.3% | -1.5% | 0.53 | 937 | 1.1 | 1.4% | 15.2%
CCOc1ccc(C(=O)OCC(=O)N2CCOCC2)cc1OCC | 2.1% | -1.0% | 6.7% | . | . | . | . | . | -0.2% | .
Cc1cc(C)nc(N(C#N)Cc2ccccc2C)n1 | 2.2% | . | . | 3.0% | -0.5% | -0.08 | 1497 | 1 | -0.7% | 7.5%
COc1ccc(NC(=O)c2sc3nc(N4CCCC4)c4c(c3c2N)CC(C)(C)OC4)cc1 | ? | -4.5% | 13.7% | . | . | . | . | . | 2.5% | .
CCc1nc(Nc2cccc(OC)c2)c2oc3ccccc3c2n1 | 4.0% | -4.2% | 2.4% | . | . | . | . | . | -0.7% | .
Cc1ccc(O)c(N=Cc2sc3ccccc3c2Cl)c1 | 2.8% | 21.8% | 36.8% | 19.3% | -2.4% | -0.04 | 1186 | 0.8 | -0.3% | 11.3%
CCn1c(C2CC(=O)N(c3cc(C)cc(C)c3)C2)nc2ccccc21 (stereo not given) | 1.0% | 6.3% | 5.0% | 1.0% | -1.6% | -0.28 | 1794 | 1.1 | -0.3% | -0.2%

Screening results (PubChem BioAssay)

Hits appear at their usual frequency. Share with any hit: about 1.5%.
